Compound activity from PubChem BioAssay.
NadD block: inhibitors of Staphylococcus aureus NadD. inhibition, % at 20 µM. hit rate 0.78% among 360,000. purified NadD enzyme, colorimetric absorbance read-out; in the data active means inhibition above about 26%; further: some compounds past the cut are filed as inactive
LMPTP inh: blocks human LMPTP phosphatase | P24666 | inhibition, % at 20 µM | hit rate 0.22% among 360,000 | AID 651560 | recombinant LMPTP-A, OMFP fluorogenic substrate, fluorescence intensity;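 active means compounds that cut the enzyme signal by at least half of the control window in the single-dose screen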;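 further: plate controls were DMSO wells with enzyme plus substrate for no effect and substrate without enzyme for full effect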
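Buffer or medium: Bis-Tris pH 6.0, DTT, detergent; Assay system: LMPTP-A enzyme; Quantity: 0.625 nM enzyme; Detection: endpoint fluorescence intensity; Times: 50 min dark incubation at room temperature; Controls: substrate-only low control, DMSO enzyme-plus-substrate high control; Doses: single 20 µM dose; Read-out: percent inhibition versus substrate-only and uninhibited controls; Reagent: 400 µM OMFP.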
Tb MetRS inh: Trypanosoma brucei MetRS inhibition | purified T. brucei MetRS, ATP depletion, Kinase-Glo luminescence | hit rate 0.4% among 360,000 | inhibition, % at 11.9 µM;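 active means inhibition above a per-plate cutoff of the control wells' mean inhibition plus 3 SD, cut at about 5.5% in these data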;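 further: 0% = DMSO wells median and 100% = median of wells with control inhibitor compound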
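Test system: purified T. brucei MetRS enzyme. Also added: ATP, methionine and E. coli bulk tRNA substrates. Compound: 11.9 µM single point. Schedule: 15 min enzyme-compound preincubation, 2 h reaction, 10 min detection, 25 °C. Signal: luciferase luminescence of residual ATP, Kinase-Glo. Evaluation: percent inhibition versus plate control medians. Controls: DMSO wells, low control.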
Scp-1 inhibitor: Scp-1 (human) phosphatase inhibition; Q9GZU7; Recombinant Scp1, phosphopeptide, malachite green phosphate absorbance; inhibition, % at 20 µM; hit rate 0.88% among 340,000; AID 493091;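 active means inhibition above about 50% at 20 µM, limit read from the data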;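 further: plate controls were DMSO wells with enzyme for no effect and wells lacking enzyme for full effect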
Target sequence (Q9GZU7 76-261 limits assumed): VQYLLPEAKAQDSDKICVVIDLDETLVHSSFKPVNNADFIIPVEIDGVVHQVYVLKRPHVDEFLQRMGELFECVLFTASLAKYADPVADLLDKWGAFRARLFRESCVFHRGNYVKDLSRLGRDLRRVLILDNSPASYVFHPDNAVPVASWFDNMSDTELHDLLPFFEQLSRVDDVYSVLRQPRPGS
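Test system: SCP-1 catalytic domain; Buffer or medium: Acidic Tris acetate buffer with magnesium and detergent; Also added: Phosphorylated 17-residue peptide substrate; Compound: single 20 µM dose, 1% DMSO; Schedule: enzyme reaction 45 min at room temperature, colour 5 min, stabilisation 30 min; Signal: Phosphate-binding colour reagent, absorbance read at 630 nm.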
CSN inh: blocks human CSN-mediated cullin deneddylation. AID 651999. Purified CSN, SCF-Nedd8-OG deneddylation, fluorescence polarization. hit rate 0.38% among 360,000. inhibition, % at 12.5 µM;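 active means pattern-corrected inhibition above about 35%, with an unprinted fluorescence ratio check between 0.5 and 1.5, limit read from the data, passing the limit was not always enough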;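 further: 0% = enzyme with substrate and 100% = substrate without enzyme; some results filed as inactive read as strong as hits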
Target sequence (Q92905 whole entry, looked up, one chain of several): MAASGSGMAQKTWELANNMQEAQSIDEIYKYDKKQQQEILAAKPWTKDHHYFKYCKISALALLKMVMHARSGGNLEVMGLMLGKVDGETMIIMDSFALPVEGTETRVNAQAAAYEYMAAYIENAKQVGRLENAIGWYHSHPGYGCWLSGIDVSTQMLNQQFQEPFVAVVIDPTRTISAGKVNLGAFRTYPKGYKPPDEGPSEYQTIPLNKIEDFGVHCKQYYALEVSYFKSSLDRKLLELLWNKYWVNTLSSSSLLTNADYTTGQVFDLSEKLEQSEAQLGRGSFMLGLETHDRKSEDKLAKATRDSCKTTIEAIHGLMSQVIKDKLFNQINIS
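Schedule: reaction 90 min, room temperature / Assay system: HEK293T-derived human Csn5 enzyme / Input: Csn5 at 0.24 nM final / Measure: inhibition of Csn5 cleavage, % / Control set: substrate-only high control, full reaction low control / Technique: fluorescence polarization of the substrate / Buffer or medium: Tris/NaCl/DTT buffer, pH 7.5 / Reagent: SCFSkp2-Nedd8OG substrate at 10 nM final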
STEP inh: inhibitors of human striatal-enriched phosphatase STEP; P54829; recombinant STEP, OMFP fluorogenic substrate, fluorescence; inhibition, % at 20 µM; hit rate 0.25% among 360,000; AID 588621;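 active means inhibition at 20 µM, scaled per plate between control wells, above about 37%, limit read from the data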;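 further: 0% = DMSO with enzyme and substrate and 100% = substrate only without enzyme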
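Material: STEP (striatal-enriched tyrosine phosphatase) enzyme, cell-free | Medium: 50 mM Bis-Tris pH 6.0 with 2.5 mM DTT and 0.005% Tween 20 | Read-out: Percent inhibition scaled to no-enzyme and uninhibited-enzyme controls, plate-pattern corrected | Signal: Fluorescence read at 480 nm ex / 540 nm em | Times: 20 min reaction, room temperature, in the dark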
DNMT1 inh: DNMT1 (human) enzyme inhibition | P26358 | DNMT1 molecular beacon, Hinp1I cleavage, fluorescence | inhibition (reported as % activation of signal), % at 10 µM | hit rate 0.83% among 360,000; in the data active means inhibition above about 50%
PABP1 MLLE inh: blocks PAM2 peptide binding to the PABP1 MLLE domain; GST-MLLE / FITC-PAM2 fluorescence polarization; inhibition, % at 20 µM; hit rate 0.36% among 360,000; AID 588489; in the data active means inhibition above about 35%, passing the limit was not always enough;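 further: plate controls were DMSO wells with GST-MLLE for no effect and wells lacking GST-MLLE protein for full effect; some results filed as inactive read as strong as hits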
Rpn11 block: Rpn11 (human) deubiquitinase inhibition; O00487; human 26S proteasome, Ub4-pepOG fluorescence polarization; 20S core pre-blocked with epoxomicin; calls only at 20 µM; hit rate 0.59% among 360,000;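 active means inhibition at 20 µM, scaled to each plate's controls, above about 33%, limit read from the data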
Target sequence (O00487 whole entry, looked up): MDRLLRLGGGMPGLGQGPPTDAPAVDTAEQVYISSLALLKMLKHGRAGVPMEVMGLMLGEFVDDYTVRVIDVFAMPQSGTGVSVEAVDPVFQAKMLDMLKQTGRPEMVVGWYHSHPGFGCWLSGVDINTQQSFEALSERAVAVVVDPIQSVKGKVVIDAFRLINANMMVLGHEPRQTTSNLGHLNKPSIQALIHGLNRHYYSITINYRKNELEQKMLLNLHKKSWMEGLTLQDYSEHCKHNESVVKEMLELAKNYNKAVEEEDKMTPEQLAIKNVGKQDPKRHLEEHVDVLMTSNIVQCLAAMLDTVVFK
SUMO1-SIM PPI: alters human SUMO1 binding to SIM partners; P63165; inhibition, % at 20 µM; SUMO1 binding to a labelled peptide, TR-FRET, 1 h; hit rate 0.33% among 360,000; in the data active means inhibition above about 37%
Target sequence (P63165 whole entry, looked up): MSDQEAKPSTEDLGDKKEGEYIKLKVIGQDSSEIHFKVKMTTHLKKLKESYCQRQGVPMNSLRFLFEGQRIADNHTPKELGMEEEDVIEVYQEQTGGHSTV
An asterisk follows results filed as active; & = joins results of further samples.

What do the screens show for `O=C(CN1C(=O)CCS(=O)(=O)c2ccccc21)Nc1ccc(F)cc1`?
NadD block: -2; LMPTP inh: -1.0; Tb MetRS inh: -0.6; Scp-1 inhibitor: 10; CSN inh: 1; STEP inh: -2; DNMT1 inh: 2; PABP1 MLLE inh: 9; Rpn11 block: inactive; SUMO1-SIM PPI: 0

What do the screens show for `COc1cc(OC)c(N(C)S(=O)(=O)c2cccc(C(=O)NC(C)C3CC4CCC3C4)c2)cc1Cl` (stereo not drawn)?
NadD block: 8; LMPTP inh: 0.8; Tb MetRS inh: 0.4; Scp-1 inhibitor: -10; CSN inh: -2; STEP inh: 1; DNMT1 inh: 5; PABP1 MLLE inh: -3; Rpn11 block: inactive; SUMO1-SIM PPI: -1

What do the screens show for `COc1ccc(C)cc1N(C(=O)Cn1nnc(-c2ccc(C)o2)n1)C(C(=O)NC1CCCC1)c1ccncc1` (stereo not drawn)?
NadD block: 3; LMPTP inh: -0.4; Tb MetRS inh: 0.5; Scp-1 inhibitor: -1; CSN inh: 0; STEP inh: 1; DNMT1 inh: 0; PABP1 MLLE inh: 12; Rpn11 block: inactive; SUMO1-SIM PPI: 2

Results for Cc1ccc(/C=N/NC(=O)c2nnn(-c3nonc3N)c2CSc2ccc(Cl)cc2)cc1 ?
NadD block: 17; LMPTP inh: 1.1; Tb MetRS inh: -0.9; Scp-1 inhibitor: -1; CSN inh: 8; STEP inh: 1; DNMT1 inh: 1; PABP1 MLLE inh: 8; Rpn11 block: inactive; SUMO1-SIM PPI: -2

Results for COc1cc(Cl)ccc1OCc1cc(C(=O)NCC(C)(C)N2CCOCC2)no1 ?
NadD block: 3; LMPTP inh: 0.8; Tb MetRS inh: -0.5; Scp-1 inhibitor: 0; CSN inh: 4; STEP inh: -2; DNMT1 inh: -1; PABP1 MLLE inh: 5; Rpn11 block: inactive; SUMO1-SIM PPI: 11

What do the screens show for `N#CC1(Nc2ccc(C(=O)O)cc2)CCCC1`?
NadD block: 2; LMPTP inh: -1.6; Tb MetRS inh: -0.2; Scp-1 inhibitor: 1; CSN inh: -5; STEP inh: 2; DNMT1 inh: 3; PABP1 MLLE inh: -3; Rpn11 block: inactive; SUMO1-SIM PPI: 0

Results for COc1ccccc1OC(=O)CCc1nc2ccccc2s1 ?
NadD block: 22; LMPTP inh: 6.0; Tb MetRS inh: 1.8; Scp-1 inhibitor: -21; CSN inh: 11; STEP inh: 0; DNMT1 inh: 0; PABP1 MLLE inh: 30; Rpn11 block: inactive; SUMO1-SIM PPI: 15

What do the screens show for `CCCc1nnc(NC(=O)CCC(=O)NCc2ccc(Cl)cc2Cl)s1`?
NadD block: -1; LMPTP inh: -1.2; Tb MetRS inh: -0.2; Scp-1 inhibitor: -7; CSN inh: 2; STEP inh: -1; DNMT1 inh: 9; PABP1 MLLE inh: 2; Rpn11 block: inactive; SUMO1-SIM PPI: 4

Results for Cc1cc(C)c(OCCOCCN(C)C)c(Br)c1 ?
NadD block: -2; LMPTP inh: -0.5; Tb MetRS inh: -0.2; Scp-1 inhibitor: -7; CSN inh: -6; STEP inh: -4; DNMT1 inh: -1; PABP1 MLLE inh: -5; Rpn11 block: inactive; SUMO1-SIM PPI: 1

What do the screens show for `COc1cc(NC(=O)CCc2ccccc2)nc(OC)n1`?
NadD block: -5; LMPTP inh: -0.6; Tb MetRS inh: -0.4; Scp-1 inhibitor: -4; CSN inh: -10; STEP inh: 2; DNMT1 inh: 0; PABP1 MLLE inh: -2; Rpn11 block: inactive; SUMO1-SIM PPI: 4

Results for COc1ccc(C(c2c(C)n(C)n(-c3ccccc3)c2=O)c2c(C)n(C)n(-c3ccccc3)c2=O)c(OC)c1OC ?
NadD block: 13; LMPTP inh: 2.4; Tb MetRS inh: 2.5; Scp-1 inhibitor: 15; CSN inh: 2; STEP inh: 0; DNMT1 inh: -4; PABP1 MLLE inh: 5; Rpn11 block: inactive; SUMO1-SIM PPI: -11

How did O=C(CCn1c(=S)[nH]c2ccccc2c1=O)NCCCN1CCCC1=O do in these assays?
NadD block: 7; LMPTP inh: -0.1; Tb MetRS inh: -0.4; Scp-1 inhibitor: 1; CSN inh: -1; STEP inh: 0; DNMT1 inh: 10; PABP1 MLLE inh: -28; Rpn11 block: inactive; SUMO1-SIM PPI: 1

How did COc1cccc(CNc2nn[nH]n2)c1OC do in these assays?
NadD block: 2; LMPTP inh: -3.3; Tb MetRS inh: -0.2; Scp-1 inhibitor: -11; CSN inh: 3; STEP inh: -1; DNMT1 inh: 5; PABP1 MLLE inh: -11; Rpn11 block: inactive; SUMO1-SIM PPI: -1

Results for CC(=O)c1ccc(NC2OC(CO)C(O)C(O)C2O)cc1 (stereo not drawn) ?
NadD block: -1; LMPTP inh: -2.2; Tb MetRS inh: -1.8; Scp-1 inhibitor: -3; CSN inh: -3; STEP inh: 0; DNMT1 inh: 0; PABP1 MLLE inh: -1; Rpn11 block: inactive; SUMO1-SIM PPI: 2

How did CCC1(CC)NC(=O)N(CC(=O)Nc2ccc(-n3cnnn3)cc2)C1=O do in these assays?
NadD block: -4; LMPTP inh: -0.8; Tb MetRS inh: 0.0; Scp-1 inhibitor: 2; CSN inh: -1; STEP inh: 0; DNMT1 inh: 6; PABP1 MLLE inh: -13; Rpn11 block: inactive; SUMO1-SIM PPI: 2

Results for O=C(c1ccccc1O)N1N=C(C(F)(F)F)CC1(O)c1ccc([N+](=O)[O-])cc1 (stereo not drawn) ?
NadD block: -4; LMPTP inh: -1.2; Tb MetRS inh: -0.1; Scp-1 inhibitor: -5; CSN inh: -6; STEP inh: -1; DNMT1 inh: -1; PABP1 MLLE inh: -16; Rpn11 block: inactive; SUMO1-SIM PPI: -28

What do the screens show for `CCCCNC(=O)CCCCCNS(=O)(=O)c1ccc(OC)cc1`?
NadD block: -8; LMPTP inh: -1.7; Tb MetRS inh: -0.9; Scp-1 inhibitor: -3; CSN inh: -2; STEP inh: -2; DNMT1 inh: -2; PABP1 MLLE inh: -6; Rpn11 block: inactive; SUMO1-SIM PPI: 0

What do the screens show for `CN1CCN(c2nc3c(c(=O)[nH]c(=O)n3C)n2Cc2cccc3ccccc23)CC1`?
NadD block: 1; LMPTP inh: -2.7; Tb MetRS inh: -0.1; Scp-1 inhibitor: 0; CSN inh: 3; STEP inh: -1; DNMT1 inh: 1; PABP1 MLLE inh: 13; Rpn11 block: inactive; SUMO1-SIM PPI: 1

Results for Cc1ccc(C2CC(=O)NC(SCc3ccccc3)=C2C#N)o1 (stereo not drawn) ?
NadD block: -3; LMPTP inh: -0.7; Tb MetRS inh: -1.4; Scp-1 inhibitor: 3; CSN inh: 0; STEP inh: -2; DNMT1 inh: -5; PABP1 MLLE inh: 14; Rpn11 block: inactive; SUMO1-SIM PPI: -5

Results for COc1ccc(S(=O)(=O)N2CCC(C(=O)N3CCC(C(N)=O)CC3)CC2)cc1Cl ?
NadD block: -5; LMPTP inh: 1.1; Tb MetRS inh: -0.8; Scp-1 inhibitor: -7; CSN inh: 0; STEP inh: -3; DNMT1 inh: 2; PABP1 MLLE inh: -7; Rpn11 block: inactive; SUMO1-SIM PPI: 5

What do the screens show for `COc1ccc(CC(=O)OCC(=O)Nc2cccc(C(C)=O)c2)cc1OC`?
NadD block: -1; LMPTP inh: 0.2; Tb MetRS inh: -0.4; Scp-1 inhibitor: 3; CSN inh: -2; STEP inh: 0; DNMT1 inh: 1; PABP1 MLLE inh: -4; Rpn11 block: inactive; SUMO1-SIM PPI: 3

Results for CC(=O)Nc1ccc(N2Cc3ccccc3C2)cc1 ?
NadD block: 8; LMPTP inh: -1.8; Tb MetRS inh: -0.7; Scp-1 inhibitor: 12; CSN inh: 3; STEP inh: -1; DNMT1 inh: -19; PABP1 MLLE inh: -5; Rpn11 block: inactive; SUMO1-SIM PPI: -7

What do the screens show for `O=C(O)c1cc(Cl)nc2ccccc12`?
NadD block: -7; LMPTP inh: -2.9; Tb MetRS inh: -0.1; Scp-1 inhibitor: -14; CSN inh: -6; STEP inh: 3; DNMT1 inh: -1; PABP1 MLLE inh: 3; Rpn11 block: inactive; SUMO1-SIM PPI: 2

Results for CCCCCC(=O)N1CCN(CCN=CC2=C(O)CC(c3cccs3)CC2=O)CC1 (stereo not drawn) ?
NadD block: 1&-5; LMPTP inh: -1.1&-2.2; Tb MetRS inh: -0.3&-0.1; Scp-1 inhibitor: 0&-2; CSN inh: -1&-2; STEP inh: -1&-2; DNMT1 inh: 7&-4; PABP1 MLLE inh: -19&-7; Rpn11 block: inactive; SUMO1-SIM PPI: 2&0

What do the screens show for `Cc1ccc(N2CCN(c3ccc([N+](=O)[O-])cn3)CC2)c(C)c1`?
NadD block: 1; LMPTP inh: 2.5; Tb MetRS inh: -1.6; Scp-1 inhibitor: -7; CSN inh: -1; STEP inh: 4; DNMT1 inh: 1; PABP1 MLLE inh: 0; Rpn11 block: inactive; SUMO1-SIM PPI: 0

What do the screens show for `CCOC(=O)[C@@H](C)NS(=O)(=O)N(Cc1ccccc1)[C@H](C(=O)OC)C(C)C`?
NadD block: -1; LMPTP inh: -0.3; Tb MetRS inh: 0.0; Scp-1 inhibitor: 0; CSN inh: -4; STEP inh: -2; DNMT1 inh: -2; PABP1 MLLE inh: -2; Rpn11 block: inactive; SUMO1-SIM PPI: 4

Results for CCC(=O)Nc1ccc(C(=O)Nc2c[nH]c(=O)[nH]c2=O)cc1 ?
NadD block: -4; LMPTP inh: -0.4; Tb MetRS inh: 0.3; Scp-1 inhibitor: -7; CSN inh: 0; STEP inh: 0; DNMT1 inh: -1; PABP1 MLLE inh: -8; Rpn11 block: inactive; SUMO1-SIM PPI: 2

Random draw from the library. About 3.6% of those tested had a hit in this group.
